Source: PubChem
Giardia kill = Giardia lamblia killing; Giardia lamblia trophozoite viability; activity change, % at 7.66 µM, hits read low; 340,000 compounds, 0.15% hits; in the data active = activity change below about -80%; inconclusive = between about -30% and that limit;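 note: parasites exposed to compound for two days anaerobically before the ATP read; % is set by controls: 0 for no effect and ±100 for the full control effect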
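Luminescent ATP signal served as the viability read-out, measured 15-30 min after adding ATP detection reagent to trophozoites that had been incubated with compounds for 48 hrs at 37 deg C anaerobically at 100 cells/well.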
TCR act = activators of T cell receptors; 330,000 tested, under 10 active; primary human leukocytes, anti-CD3, IL-2 HTRF, 48 h; AID 504894; Potency, µM (doses to about 9.22 µM), inactives show top-dose activation of IL-2 secretion, usual class: activators; note: % of control where 0% means no effect
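Using a-CD3 beads without co-stimulation, primary human leukocytes were exposed to compounds for 48 hr. An HTRF IL-2 kit measured the cytokine, with europium-to-d2 energy transfer producing emission at 665nm upon 320nm excitation.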
Tb PFK inh = inhibitors of T. brucei phosphofructokinase | 330,000 compounds, 0.17% hits | T. brucei PFK, ADP-Glo luminescence | Potency, µM (top dose mostly 57.5 µM), for inactives: at the top dose activity, negative = inhibition, actives largely listed as inhibitors | O15648;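 note: potency is the fitted concentration of half-maximal effect; 0% = uninhibited 1x PFK enzyme wells and -100% = no-enzyme wells; nearly all actives have a fitted effect of over 60% in size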
Target sequence (O15648 whole entry, looked up): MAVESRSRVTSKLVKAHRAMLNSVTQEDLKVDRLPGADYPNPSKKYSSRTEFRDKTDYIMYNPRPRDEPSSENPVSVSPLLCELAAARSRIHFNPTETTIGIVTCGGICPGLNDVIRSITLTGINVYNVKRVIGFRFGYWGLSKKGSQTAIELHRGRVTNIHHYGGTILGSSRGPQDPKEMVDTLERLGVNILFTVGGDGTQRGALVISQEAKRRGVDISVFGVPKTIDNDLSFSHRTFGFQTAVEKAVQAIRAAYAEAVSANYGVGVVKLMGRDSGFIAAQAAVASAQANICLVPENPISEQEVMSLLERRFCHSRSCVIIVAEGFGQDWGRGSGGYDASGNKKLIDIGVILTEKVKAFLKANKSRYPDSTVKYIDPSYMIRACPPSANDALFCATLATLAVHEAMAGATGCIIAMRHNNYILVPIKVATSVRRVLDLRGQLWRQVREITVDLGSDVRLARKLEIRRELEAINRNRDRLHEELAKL
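Luminescent ADP detection (ADP-Glo, two-step: ATP depletion then ADP-to-ATP conversion for luciferase) reported PFK activity after 45 min room-temperature reaction of 1.25 nM enzyme with 0.5 mM F6P and 0.1 mM ATP at pH 8.0.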
GALK inh = inhibitors of human galactokinase; AID 1868; Purified GALK, Kinase-Glo residual ATP luminescence; Potency, µM (series often up to 57.5 µM), for the others: top-dose activity change, negative = inhibition, most hits filed as inhibitors; 270,000 compounds, 0.007% hits; note: potency is the fitted concentration of half-maximal effect; % is set by controls: 0 for no effect and ±100 for the full control effect
Target sequence (P51570 whole entry, looked up): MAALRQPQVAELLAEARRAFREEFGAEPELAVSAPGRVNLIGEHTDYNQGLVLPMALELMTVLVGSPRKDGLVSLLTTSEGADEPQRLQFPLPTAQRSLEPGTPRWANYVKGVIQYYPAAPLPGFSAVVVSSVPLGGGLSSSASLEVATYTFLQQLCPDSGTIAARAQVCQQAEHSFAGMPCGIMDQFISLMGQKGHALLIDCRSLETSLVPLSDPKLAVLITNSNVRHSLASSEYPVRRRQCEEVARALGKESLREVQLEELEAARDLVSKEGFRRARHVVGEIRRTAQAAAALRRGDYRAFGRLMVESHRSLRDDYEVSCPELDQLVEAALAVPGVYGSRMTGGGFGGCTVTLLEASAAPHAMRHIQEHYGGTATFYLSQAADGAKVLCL
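5 nM enzyme, 35 uM ATP, 100 uM galactose, 20 mM HEPES pH8.0, 5 mM MgCl2; 1 h RT; residual ATP by Kinase-Glo Plus luminescence, qHTS format.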
A-T KAP1 phos = potential ataxia-telangiectasia treatments restoring KAP-1 phosphorylation | Potency, µM (top dose mostly 57.5 µM), for the others: at the top dose activation, actives largely listed as activators | AID 485349 | […] A-T fibroblasts, KAP-1 phosphorylation AlphaLISA; neocarzinostatin DNA damage 30 min before lysis | 320,000 compounds, 0.19% hits; note: potency is the fitted concentration of half-maximal effect; % of control where 0% means no effect; nearly all actives have a fitted effect of over 45% in size
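ATM-like activity read as KAP-1 phosphorylation via AlphaLISA donor/acceptor antibody pairs after lysis and 6 hr at 25C. Cells were ATM-null patient fibroblasts ([…], hTERT), dosed 60 min, then exposed to the DSB inducer NCS for 30 min.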
BCR signal inh = inhibitors of chronic active B-cell receptor signaling. ABC-DLBCL IkBa-CBG/CBR reporter, luminescence ratio, 4 h. Potency, µM (titrated, usually from 46.1 µM), for inactives: at the highest dose ratio change, negative = lower green/red ratio, actives largely listed as inhibitors. 340,000 compounds, 0.05% hits; active = well fitted inhibition curve with a large enough effect in the signal ratio, with a control signal flat, not every such curve was filed as active; inconclusive = small, poorly fitted or top-dose-only effect, or effect the other way, or a change in a side signal; the % refers to the signal ratio;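 note: potency is the fitted concentration of half-maximal effect; plate controls were basal doxycycline-induced cells for no effect and cells given 10 µM MG132 for full effect; MG132 reads +100%, hits lower the ratio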
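Concentration-response series (up to 46 uM) were applied to TMD8 dual-reporter cells for 4 h at 37C with doxycycline. Green/red ratio, after filter-overlap correction, defined %Activity; red signal alone was normalised to basal cells and zero luminescence.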
hERG WT inh = blocks the wildtype human KCNH2 potassium channel; Q12809; U2OS, BacMam KCNH2, thallium flux FluxOr; active compounds read low; activity change, % at 1.84 µM; 340,000 compounds, 0.37% hits;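 active = maximum activity change below -70%; inconclusive = maximum activity change between -70% and -50%; inactive = maximum activity change above -50%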; note: % is set by controls: 0 for no effect and ±100 for the full control effect
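U2OS cells transduced with wild-type KCNH2 virus are loaded with FluxOr dye for 45 min, and thallium flux is measured in kinetic reads before and after stimulation buffer. Rate constants are normalized to DMSO controls.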
TSHR antag = human thyrotropin receptor antagonism; P16473; TSHR-expressing cells, TSH-stimulated cAMP HTRF, 2 h; active compounds read low; activity change, negative = inhibition, % at 11.5 µM; 330,000 compounds, 0.2% hits; AID 504810;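 active = activity change below a set negative limit, meaning inhibition stronger than a set level, cut at about -70% in these data; inconclusive = activity change between two set negative limits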; note: % is set by controls: 0 for no effect and ±100 for the full control effect
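Antagonism was scored as loss of TSH-driven cAMP in TSHR cells, stimulated with 4nM TSH (EC80) for 2 hours at 37 deg C and detected by homogeneous HTRF competition immunoassay.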
CXXC DNA block = MLL CXXC-DNA interaction inhibition | AID 2662 | Q03164 | 290,000 compounds, 0.037% hits | Potency, µM (series often up to 115 µM), without a hit: at the top dose activity change, negative = inhibition, most hits filed as inhibitors | MLL-CXXC / FITC-HOXA9 DNA fluorescence polarization; active = well fitted inhibition curve with a large enough effect in the polarisation, with a control signal flat, not every such curve was filed as active; inconclusive = small, poorly fitted or top-dose-only effect, or effect the other way, or a change in a side signal; inactive = no such curve, though single readings can be large or run the other way; the % refers to the polarisation; note: potency is the fitted concentration of half-maximal effect
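Steps: dispense CXXC domain solution (7 uM) → pin compounds or unlabeled HOX-A9 DNA control → 5 min ambient → add FLSN-HOX-A9 solution (50 nM) → spin → 30 min ambient → fluorescence polarization. Tris pH 7.5/NaCl/DTT/BSA buffer.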
Coupling enz = counter-screen for Giardia aldolase inhibitors: coupling enzyme system. coupling enzyme system counterscreen, AmpLite Red fluorescence. 290,000 compounds, 0.67% hits. activity change, negative = inhibition, % at 58.2 µM, hits read low. AID 2472; in the data active = activity change below about -30%; note: % is set by controls: 0 for no effect and ±100 for the full control effect
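First, compound is pin-transferred into glyceraldehyde-3-phosphate coupling-enzyme reagent at 57.5 uM final and held 10 min at RT. Next, substrate, coupling system and AmpLite Red are added. After 20 min RT, fluorescence (525/598 nm) is read.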
* = called active by the depositor; ? = inconclusive; / = no result given; & = joins results of further samples; [ ] = remark or other dose. Unless noted, calls come from the whole dose curve; as a rule, active = well fitted curve in the direction sought with a large enough effect; inconclusive = small, poorly fitted or top-dose-only effect, or another doubt; inactive = no such curve, though single readings can be large; an effect the other way counts as inactive or inconclusive. Not a hit list; any-hit rate near 1.6%.

SMILES | Giardia kill | TCR act | Tb PFK inh | GALK inh | A-T KAP1 phos | BCR signal inh | hERG WT inh | TSHR antag | CXXC DNA block | Coupling enz
COc1ccc2c(c1)SCC(=O)N2C | 14 | -3%[46.1 µM] | -2% | 0% | 4% | ? | 16 | -6 | -1% | -3
Cc1ccc(NC(=O)C2CC(O)CN2C(=O)OCc2ccccc2)cc1C (stereo not given) | -24 | 7% | 1% | -1% | 5% | 1% | -1 | 12 | 2% | 2
COC(=O)Cn1c(Cc2ccccc2)nc2ccccc21 | -2 | -2% | -3% | / | 3% | 8% | -1 | 4 | 1% | -4
Cc1nc2c3ccccc3nc(NNC(=O)CCC(=O)N3CCCC(C)C3)n2n1 (stereo not given) | 15 | 11% | 1% | -7% | 5% | 0% | -9 | 12 | -14% | /
COc1ccc(CN(C(=S)Nc2ccccc2)C2CC(=O)N(c3ccc(Cl)cc3)C2=O)cc1 (stereo not given) | 1 | 1% | -2% | -2% | -4% | 3% | 2 | -3 | 14% | -5
Cc1cc(NC(=O)c2noc3c2CCc2ccccc2-3)n(-c2ccccc2)n1 | 10 | -1% | 4% | 0% | 0% | 0% | -6 | 21 | 17% | 1
O=C(c1ccc(F)cc1)C1CCN(C(=O)c2ccc(F)cc2)CC1 | -1 | 15% | -4% | 3% | 0% | -2% | 0 | 6 | -4% | 3
CCn1cc(C(=O)NC(=S)Nc2ccccc2[N+](=O)[O-])cn1 | -17 | 3% | 0% | 5% | 1% | -1% | 13 | 3 | -6% | /
O=C(COc1cccc(F)c1)Nc1nc(-c2ccncc2)cs1 | -8 | 8% | 0% | / | -2% | 0% | -13 | -4 | / | /
COc1ccc(Cc2nnc(N/N=C/c3ccc(C)o3)[nH]c2=O)cc1 | 13 | -5% | 0% | 1% | 0% | 8% | 15 | 14 | 1% | 3
O=C(Nc1ccc2sc3ccccc3c(=O)c2c1)c1ccccc1Cl | -26 | -1% | -2% | 1% | 0% | 9% | 2 | -11 | 12% | -6
CC(=O)C1C(c2cn(-c3ccccc3)nc2-c2cccs2)NC(=O)NC1(O)C(F)(F)F (stereo not given) | 0 | 0% | -1% | -4% | -7% | 1% | -5 | 4 | 0% | 2
COc1ccc(S(=O)(=O)NCc2cc(-c3ccccc3Cl)no2)cc1 | -5 | 2% | 2% | -2% | 9% | -10% | 19 | -4 | 7% | 1
CCOc1ccc(N(C)S(=O)(=O)c2ccc3[nH]cc(C(=O)NCC(OC)OC)c(=O)c3c2)cc1 | 4 | -72% | 0% | 1% | 7% | -1% | -9 | -14 | 5% | 5
Cc1ccc(C)c(S(=O)(=O)N(C)C2CCS(=O)(=O)C2)c1 (stereo not given) | -1 | 1% | -5% | / | 3% | 6% | -2 | -5 | / | /
CN1CCN(CC(=O)Nc2cc(S(=O)(=O)N3CCOCC3)ccc2Cl)CC1 | 15 | 3% | -3% | / | 5% | 2% | 6 | 29 | / | /
Cc1nc(N2CCN(C)CC2)[nH]c(=O)c1Cc1cccc2ccccc12 | -7 | -3% | 4% | 10% | 8% | -1% | -1 | -3 | 3% | 3
Cc1onc(-c2ccccc2)c1C(=O)N1CCCCCC1 | -11 | 2% | -5% | 3% | 4% | -3% | -7 | -9 | 4% | /
COC(=O)c1c(NC(=O)c2cccnc2)sc(C(=O)N(C)C)c1C | -21 | 3%[46.1 µM] | -3% | 3% | 0% | 0% | -4 | -8 | 15% | 4
O=C(O)CCCC(=O)Nc1nc(-c2ccccc2)cs1 | 21 | -7% | 3% | 5% | -1% | ? | -3 | -5 | 0% | 11
COC(=O)[C@@H]1C[C@@]2(O)[C@@H](O)[C@@H](O)[C@@H](O)C[C@H]2N1CC(c1ccccc1)c1ccccc1 | 21 | 7% | 1% | -1% | 10% | 2% | -3 | 0 | -5% | 0&-2
CCN(CC1CCCO1)C(=O)c1cc(COc2ccc(F)cc2F)on1 (stereo not given) | -4 | 5% | 2% | -6% | 3% | 4% | 2 | -7 | 7% | 0
COc1ccc(S(=O)(=O)N2CCCN(CC(=O)Nc3cc(NC(C)=O)ccc3OC)CC2)cc1 | 6 | -7% | 2% | 2% | 10% | -2% | 19 | -5 | -3% | 0
O=C(Cc1coc2ccc3ccccc3c12)NCc1cccs1 | 3 | 1%[46.1 µM] | -7% | 0% | 7% | -1% | -14 | 14 | 2% | -1
Cc1ccc(C(=O)NC(=S)/C=C2\N(C)c3ccccc3C2(C)C)cc1 | 0 | 4%[46.1 µM] | 0% | -1% | -4% | ? | -6 | -47 | 5% | -2
CCCc1cc(=O)n2[nH]c(NCc3ccccc3F)nc2n1 | 14 | -8% | 13% | 0% | 3% | ? | 3 | -5 | -2% | 2
CC(C)(C)OC(=O)NCC1CCC(C(=O)NC[C@H](CC(=O)O)c2ccc(Cl)cc2)CC1 (stereo not given in full) | -3 | 1% | 0% | 2% | -5% | -4% | -4 | 2 | 22% | 3
CCOC(=O)N1CCN(C(=O)C2CCC(CNS(=O)(=O)c3ccc(Cl)cc3)CC2)CC1 (stereo not given) | 21 | -1% | 1% | -1% | 5% | 9% | 0 | -7 | 2% | 4
CCOC(=O)c1ccc(NC(=O)CN2C(=O)NC3(CCCCCCC3)C2=O)cc1 | 31[activator] | 3% | 2% | / | -3% | ? | -2 | 13 | / | /
COc1ccc(-c2cc(C(=O)N3CCN(c4ccccc4OC)CC3)no2)cc1 | 16 | -1% | 1% | 8% | 10% | ? | -5 | 19 | -14% | 1
CCC1CCCCN1CCCNC(=O)c1ccc(CS(=O)(=O)Cc2ccc(Cl)cc2)o1 (stereo not given) | -3 | -1% | -21% | 0% | 14% | 4% | 23 | 0 | -9% | /
COc1ccccc1NC(=O)c1ccc(-c2ccccc2F)o1 | -7 | / | -4% | -2% | ? | ? | 2 | 5 | 15% | 0
CCOC(=O)C(=O)Nc1ccc2c(c1)OCO2 | 10 | 3% | / | 4% | / | / | -5 | / | 5% | 1
Cc1ccc(S(=O)(=O)NCC(=O)OC(C)C(=O)Nc2ncc(Cl)cc2Cl)cc1 (stereo not given) | -15 | / | -8% | / | -2% | 1% | -7 | 7 | -5% | 3
Cc1noc(C)c1COc1ccc(C(=O)OCC(=O)c2ccc3c(c2)OCCO3)cc1 | -14 | -4% | -1% | 0% | 3% | -14% | -20 | -11 | 14% | -1
Cc1ccccc1-c1nc2cc(Cl)ccc2c(=O)o1 | 22 | -1% | 0% | / | 23% | -8% | 4 | -15 | 2% | 1
CC(C)(C)c1ccc(-c2nc(C#N)c(NCc3ccncc3)o2)cc1 | -4 | -6% | 2% | 1% | 15% | -20% | -11 | -15 | 2% | -9
CN1C(C(=O)NCCc2cccs2)CC2Cn3c(nc4cc5ccccc5cc43)C21 (stereo not given) | ? | -5% | -4% | -2% | 5% | -1% | 7 | -5 | -23% | 1
C/C(=N/NC(=O)c1sc(NS(=O)(=O)c2ccccc2)nc1C)c1ccc(F)cc1 | 7 | -1%[46.1 µM] | -2% | -1% | 3% | ? | -6 | -11 | 10% | 2
CC1CN(CCCCN2C(=O)c3ccccc3C2=O)CC(C)O1 (stereo not given) | 21 | / | -1% | 11% | -13% | -2% | -3 | 9 | -7% | 4
Cc1c(Cl)cccc1NC(=O)CCCN1C(=O)CCC1=O | -2 | -6% | -2% | 3% | / | ? | 2 | -1 | 18% | 1
CCOC(=O)N1CCC(c2cc(=O)n(-c3ccccc3)[nH]2)CC1 | -6 | 4% | -1% | 0% | -3% | -1% | 7 | -1 | 6% | -2
CC(=O)NN1C(=O)c2ccccc2NC1c1ccccn1 (stereo not given) | -9 | 0%[46.1 µM] | -1% | 0% | 6% | 0% | -1 | 24 | 0% | 1
N#CCc1nnc2n1-c1ccccc1CCC2 | -14 | 2% | -8% | 1% | -4% | 6% | -2 | 15 | -2% | -1
Cc1cc(NC(=O)CSCC(=O)N(c2cccc(Cl)c2)C(C(=O)NC2CCCCC2)c2ccc(O)c(O)c2)no1 (stereo not given) | -27 | 5% | 1% | 1% | -5% | ? | 3 | 16 | -2% | 0
O=C1C(c2cc(=O)c3ccccc3[nH]2)=C(O)c2ccccc21 | ? | -2%[46.1 µM] | 2% | -3% | -2% | ? | 4 | -33 | ? | -19
CC#CC(=O)N1CCC(n2nccc2NC(=O)c2ccc3c(c2)OCO3)CC1 | -7 | -2% | 6% | -5% | 6% | 0% | -6 | -3 | ? | 1
CC(C)NC(=O)NC(=O)COC(=O)c1ccc(NC(=O)CC#N)cc1 | 7 | 2% | / | 0% | / | / | -1 | / | -6% | 5
